BLM inh: blocks DNA unwinding by human BLM helicase; P54132; recombinant BLM DNA unwinding, fluorescence dequenching; Potency, µM (titrated, usually from 56.1 µM), inactives show top-dose activity change, negative = inhibition, actives largely listed as inhibitors; 350,000 compounds, 0.2% hits;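 further: potency means the concentration at half of the fitted maximal effect; plate controls were vehicle for no effect and no enzyme for full effect; nearly all actives have a fitted effect of over 35% in size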
Pol iota inh: blocks human DNA polymerase iota activity. Potency, µM (highest dose often 115 µM), for the others: at the top dose activity, negative = inhibition, most hits filed as inhibitors. Pol iota fluorescent replication assay, 10 min. AID 588590. Q9UNA4. 390,000 compounds, 1% hits; further: potency means the concentration at half of the fitted maximal effect
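Pol iota at 10 nM preincubated 15 min with compounds at room temperature; reaction started with fluorescent substrate, 50 nM final. Fluorescence read kinetically at 0 and 10 min; buffer-only wells as negative control.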
PGK inhibitor: T. brucei PGK inhibition | Potency, µM (titrated, usually from 57.5 µM), without a hit: top-dose activity change, negative = inhibition, hits mostly inhibitors | AID 602233 | 380,000 compounds, 0.043% hits | PGK/GAPDH coupled, Kinase-Glo luminescence, 60 min; further: potency means the concentration at half of the fitted maximal effect; on the % scale 0 is the no-effect control and ±100 the full control effect; nearly all actives have a fitted effect of over 60% in size
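Luminescent ATP detection (Kinase-Glo Plus) follows a 60-minute room-temperature incubation, with wells lacking PGK as controls. Buffer: 100 mM TEA (pH 7.6), 5 mM MgCl2, 0.01% Tween-20. Coupling enzyme GAPDH (100 nM final) supplies unstable 1,3-BPG in-well.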
Pol beta inh: DNA polymerase beta (human) inhibition | Potency, µM (titrated, usually from 114 µM), without a hit: at the highest dose activity change, negative = inhibition, most hits filed as inhibitors | Pol beta primer extension/strand displacement, fluorescence kinetic | 340,000 compounds, 1.3% hits | AID 485314; further: potency means the concentration at half of the fitted maximal effect; on the % scale 0 is the no-effect control and ±100 the full control effect
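Pol beta (10 nM) and compounds were preincubated 15 min at room temperature, then 50 nM substrate (final) started primer extension/strand displacement. Reads were taken at 0 and 10 min; concentration-response data were fitted to a four-parameter Hill equation.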
RXFP1 antag: blocks the human relaxin receptor RXFP1; activity change, negative = inhibition, % at 57.5 µM; 350,000 compounds, 0.59% hits; AID 1259400; HEK293-RXFP1, relaxin-stimulated cAMP HTRF, 30 min; hits give low values;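 active means activity change of -60% or lower, but not beyond a set lower limit; inconclusive means change between -60% and -40%, or beyond the set limit; inactive means change above -40%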; further: on the % scale 0 is the no-effect control and ±100 the full control effect
Target sequence (Q9HBX9 whole entry, looked up): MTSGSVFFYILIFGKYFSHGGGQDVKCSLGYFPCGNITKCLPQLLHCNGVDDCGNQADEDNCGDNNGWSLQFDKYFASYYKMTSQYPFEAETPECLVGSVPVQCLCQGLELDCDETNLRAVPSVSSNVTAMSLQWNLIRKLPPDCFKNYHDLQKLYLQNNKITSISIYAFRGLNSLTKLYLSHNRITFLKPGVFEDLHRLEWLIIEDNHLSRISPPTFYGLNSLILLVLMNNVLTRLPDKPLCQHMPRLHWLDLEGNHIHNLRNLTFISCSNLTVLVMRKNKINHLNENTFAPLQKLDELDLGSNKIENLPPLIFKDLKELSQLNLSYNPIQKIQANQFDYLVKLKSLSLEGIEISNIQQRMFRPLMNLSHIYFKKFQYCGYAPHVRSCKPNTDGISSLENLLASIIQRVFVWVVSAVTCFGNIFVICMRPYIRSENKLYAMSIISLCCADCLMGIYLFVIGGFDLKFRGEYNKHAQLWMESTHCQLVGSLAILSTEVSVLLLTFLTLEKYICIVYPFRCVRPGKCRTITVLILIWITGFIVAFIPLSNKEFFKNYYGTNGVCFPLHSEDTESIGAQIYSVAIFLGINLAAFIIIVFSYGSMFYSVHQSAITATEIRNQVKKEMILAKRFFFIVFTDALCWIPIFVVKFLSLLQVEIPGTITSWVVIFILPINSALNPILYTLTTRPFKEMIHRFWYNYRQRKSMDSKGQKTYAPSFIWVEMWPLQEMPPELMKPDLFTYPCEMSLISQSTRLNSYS
POLH inh: inhibitors of human DNA polymerase eta | Q9Y253 | Potency, µM (doses to about 114 µM), inactives show at the top dose activity change, negative = inhibition, hits mostly inhibitors | 390,000 compounds, 1.2% hits | recombinant Pol eta, fluorescent DNA replication assay; further: potency means the concentration at half of the fitted maximal effect; on the % scale 0 is the no-effect control and ±100 the full control effect
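Pol eta (10 nM) was preincubated with compounds for 15 min at room temperature, after which fluorescent replication substrate (50 nM final) was added to start the reaction. Fluorescence was read kinetically at 0 and 10 min.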
APE1 inh: inhibitors of human APE1 endonuclease | recombinant APE1, TAMRA/BHQ-2 abasic DNA cleavage fluorescence | Potency, µM (top dose mostly 65.8 µM), for inactives: top-dose activity change, negative = inhibition, most hits filed as inhibitors | AID 2517 | 350,000 compounds, 0.35% hits | P27695;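 further: potency means the concentration at half of the fitted maximal effect; plate controls were vehicle for no effect and reference inhibitor for full effect; nearly all actives have a fitted effect of over 55% in size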
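Incision of a quenched TAMRA/BHQ-2 THF abasic-site duplex (50 nM) by 0.75 nM APE1, after 15 min compound preincubation, measured as fluorescence increase over three 60 s reads. Values normalized to buffer, DMSO and NSC13755 control wells.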
Pol kappa inh: DNA polymerase kappa (human) inhibition. Q9UBT6. 400,000 compounds, 0.53% hits. Potency, µM (titrated, usually from 107 µM), for inactives: at the top dose activity, negative = inhibition, actives largely listed as inhibitors. AID 588579. purified Pol kappa, fluorescent DNA synthesis assay, 10 min; further: potency means the concentration at half of the fitted maximal effect; on the % scale 0 is the no-effect control and ±100 the full control effect
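Readout: fluorescence, taken kinetically at 0 and 10 min. Conditions: 10 nM Pol kappa, 15 min RT compound preincubation, 50 nM substrate final. Controls: enzyme-free buffer wells.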
Apoferritin bind: candidate novel general anesthetic via apoferritin binding | 350,000 compounds, 0.074% hits | apoferritin/1-aminoanthracene competitive binding, fluorescence | Potency, µM (series often up to 77.5 µM), without a hit: top-dose activity change, negative = displacement, hits mostly inhibitors | P02791; further: potency means the concentration at half of the fitted maximal effect; on the % scale 0 is the no-effect control and ±100 the full control effect; nearly all actives have a fitted effect of over 20% in size
Target sequence (P02791 2-175 limits assumed): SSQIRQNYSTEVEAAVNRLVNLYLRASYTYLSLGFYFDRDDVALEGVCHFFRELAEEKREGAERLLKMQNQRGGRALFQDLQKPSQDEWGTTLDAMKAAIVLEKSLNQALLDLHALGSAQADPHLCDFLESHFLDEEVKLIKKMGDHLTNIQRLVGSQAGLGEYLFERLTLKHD
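Concentration-response curves derived by four-parameter Hill fitting of normalized fluorescence, where compounds displaced 1-AMA from 10 uM horse apoferritin following a brief 10 min room-temperature incubation; propofol titration acted as positive control.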
Starred values were filed as active, the others as inactive; i = inactive; ? = inconclusive; . = not tested or not shown; [ ] = dose if it differs, or a comment. Unless noted, the call rests on the fitted dose curve; in most records, active means well fitted curve in the direction sought with a large enough effect; inconclusive means small, poorly fitted or top-dose-only effect, or another doubt; inactive means no such curve, though single readings can be large; an effect the other way counts as inactive or inconclusive.

Sequence of screens: BLM inh	Pol iota inh	PGK inhibitor	Pol beta inh	RXFP1 antag	POLH inh	APE1 inh	Pol kappa inh	Apoferritin bind
Cc1[nH]c(-c2ccc(F)cc2)cc1C(=O)N1CCN(c2ccccc2)CC1
    -16%	177%[activator]	-1%	-1%	-15	?	11%	0%	-11%
CCOC(=O)Cc1csc(NC(=S)NC(=O)c2cc(OC)c(OC)c(OC)c2)n1
    -7%	-16%	i	-14%	0	-11%	1%	-6%	6%
CCCOc1ccc(Br)cc1CSC(=N)N
    -11%	31%[activator]	0%	21%	-10	-20%	15%	0%[60.1 µM]	-13%
CCN1CCc2nc3ccccc3c(C(=O)Nc3ccc(C#N)cc3)c2C1
    2%	-13%	-4%	-1%	5	5%	15%	-6%	-3%
O=C(Oc1cccc(Cl)c1)N1CCOCC1
    -2%	95%[activator]	-3%	4%	-6	-4%	15%	-7%	-1%
Cc1csc(=O)n1CCC(=O)OCC(=O)Nc1ccc(Cl)cn1
    .	1%	-3%	.	1	-14%	24%	-1%	.
C/C=C/c1ccc(OCC(O)CN2CCCCCCC2)c(OC)c1 (stereo not given)
    -3%	?	-6%	7%	-12	-6%	0%	-4%	-6%
COc1ccc(N2CCN(C(=O)CCc3c(C)nc4cc(-c5ccc(OC)cc5OC)nn4c3C)CC2)cc1
    -8%	8%	2%	-4%	.	-18%	.	-15%	5%
CC(=O)Oc1ccc(/C=C2\N=C(C3CCCCC3)OC2=O)cc1
    2%	156%[activator]	-2%	-2%	-12	-14%	-1%	1%	-6%
CCCNC(=O)c1cnn2c(C(F)F)cc(-c3ccccc3)nc12
    3%	9%	2%	-6%	.	-9%	.	-3%	95%[activator]

Sequence of screens: BLM inh	Pol iota inh	PGK inhibitor	Pol beta inh	RXFP1 antag	POLH inh	APE1 inh	Pol kappa inh	Apoferritin bind
Cc1ccc([N+](=O)[O-])cc1S(=O)(=O)N(C(=O)c1ccncc1)c1ccc2oc3c(c2c1)CCCC3
    -13%	-25%	-8%	6%	0	-12%	4%	-11%	-4%
Cc1ccc(NC(=O)Nc2nc3ccc(S(C)(=O)=O)cc3s2)cc1
    .	23%	5%	.	-1	79µM*	13%	-3%	.
COC(=O)c1sccc1NC(=O)Nc1cccc([N+](=O)[O-])c1
    -7%	38%[activator]	-4%	26%	-1	-13%	-2%	2%	-5%
COc1cc(C(=O)NCc2nnc(SCC(=O)Nc3nc4ccc(C)cc4s3)o2)cc(OC)c1OC
    -8%	-3%	0%	13%[57.1 µM]	18	-10%	-3%	-17%	11%
Cc1cccc(-n2ncc3c(NCCc4ccc(S(N)(=O)=O)cc4)ncnc32)c1
    -7%	1%	-5%	2%	.	-3%	-8%	-5%	-9%
CCOc1ccc(CCNC(=O)c2nc(-c3cccc(F)c3)n3c2CCCCC3)cc1OCC
    0.16µM*	?	2%	4%	-13	-21%	.	89µM*	43%[activator]
O=C(CCC(=O)c1ccc(F)cc1)Nc1cccc(S(=O)(=O)Nc2cccc(Cl)c2)c1
    -9%	?	5%	-1%	-20	?	-16%	-16%	-8%
CCn1c(=NC(=O)CS(=O)(=O)c2ccc(C)cc2)sc2cccc(OC)c21
    .	14%	-9%	.	-19	-13%	-20%	-2%	.
Cc1cccc(N(CC(=O)NCc2ccc(F)cc2)C(=O)c2csnn2)c1C
    -3%	14%	i	2%	-3	-7%	5%	-1%	-15%
CCOc1ccc(C(=O)NCC2CCCO2)cc1 (stereo not given)
    0%	?	9%	-8%	-3	7%	2%	-8%	2%

Sequence of screens: BLM inh	Pol iota inh	PGK inhibitor	Pol beta inh	RXFP1 antag	POLH inh	APE1 inh	Pol kappa inh	Apoferritin bind
O=C(CSc1nc(O)c(C2CCCCC2)c(=O)[nH]1)NCC1CCCO1 (stereo not given)
    -9%	18%	3%	31%	14	2%	-2%	-13%	?
COc1cccc(/C=N/NC(=O)CNC(=O)c2ccc(S(=O)(=O)N3CCCC3)cc2)c1OC
    -2%	32%	-11%	1%	12	-18%	2%	5%	?
CCOc1ccc(C(C)=O)cc1COC(=O)c1cc([N+](=O)[O-])ccc1N1CCOCC1
    .	99%[activator]	0%	.	-8	-20%	47%	-4%	.
O=C(c1ccco1)c1coc2c1cc(O)c1ccccc12
    -3%	51%[activator]	-7%	-12%	-11	-11%	2%	-28%	-19%
CC1C(=O)N2CCCc3cc(NC(=O)C4CC4)cc1c32 (stereo not given)
    .	-8%	0%	.	-8	-7%	-12%	0%	.
CC1(C)C2CCC1(C)C(Nc1ccccc1)C2 (stereo not given)
    -4%	13%	i	1%	17	32%[activator]	13%	-5%	-9%
C=CCC[C@H](Cc1ccc(F)cc1)C(=O)OC[C@@H](Cc1c[nH]c2ccccc12)NC(=O)[C@H](CC=C)CC(=O)NCCO
    .	26%	3%	.	.	-12%	-4%	-4%	.
O=C1CCC(C(=O)N2CCSCC2)CN1CCc1ccccc1 (stereo not given)
    -1%	-14%	2%	-2%	2	1%	-22%	-20%	-5%
Cc1nnc(NC(=O)CSc2nnc(CCc3nc4ccccc4[nH]3)n2C)s1
    2%	15%	-2%	11%	4	9%	6%	-10%	-1%
CCOc1cc(C2CC(=O)Nc3c2c(=O)nc(SCc2cccc(Cl)c2)n3C)ccc1O (stereo not given)
    -5%	3%	i	3%	-3	0%	.	-8%	-9%

Sequence of screens: BLM inh	Pol iota inh	PGK inhibitor	Pol beta inh	RXFP1 antag	POLH inh	APE1 inh	Pol kappa inh	Apoferritin bind
Cc1ccc(N2CC(C(=O)N3CCN(c4ccccn4)CC3)CC2=O)cc1 (stereo not given)
    .	?	-13%	.	2	50µM*	.	?	.
CCNC(=O)CC1C(=O)N(c2ccc(OC)cc2)C(=O)N1Cc1ccc(OC)cc1 (stereo not given)
    -1%	23%	-4%	12%	-8	-1%	-1%	-4%	-8%
CC(=O)Nc1cccc(NC(=O)Nc2ccc(F)cc2F)c1
    -16%	1%	-4%	11%	-4	-3%	15%	-8%	0%
CC(C)N1C(=O)S/C(=C/c2ccccc2OCc2ccc(C(=O)O)cc2)C1=O
    -5%	?	-4%	1%	-20	89µM*	17%	?	-21%
Cc1ccc(S(=O)(=O)NCCC(=O)NNC(=O)COc2ccccc2Cl)cc1C
    .	4%	-9%	.	-4	-19%	8%	1%	.
CNC(=S)NNC(=O)c1oc2nc(-c3ccccc3)cc(-c3ccco3)c2c1N
    ?	43%[activator]	-5%	0%	-21	10%	1%	-14%	21%
O=C(CCSc1nc(-c2ccc3c(c2)OCO3)cc(C(F)(F)F)n1)NCc1ccco1
    -3%	?	2%	1%	.	-3%	-6%	0%	-11%
Cc1sc2nc(CSc3ccccc3)nc(N3CCC(C(N)=O)CC3)c2c1C
    -7%	27%	0%	3%	-1	-21%	4%	-10%	-7%
COCCN(Cc1ccccc1)C(=O)c1cccc(S(=O)(=O)N2CCN(c3ccc(F)cc3)CC2)c1
    .	8%	-3%	.	-17	-8%	13%	-4%	.
CCOC(=O)NNC(=O)NCCCCCCNC(=O)NNC(=O)OCC
    -2%	13%	-1%	-1%	1	-5%	1%	15%	7%

Sequence of screens: BLM inh	Pol iota inh	PGK inhibitor	Pol beta inh	RXFP1 antag	POLH inh	APE1 inh	Pol kappa inh	Apoferritin bind
CCOc1ccc(C2CC(=O)NC2=O)cc1 (stereo not given)
    -2%	-20%	.	2%	12	-8%	13%	-12%	2%
O=c1[nH]c(CN2CCCC2)nc2sc3c(c12)CCC3
    -1%	81%[activator]	6%	2%	-5	3%	-1%	-17%	-6%
Cc1nn(-c2ccccc2)c2sc(C(=O)N(CC(=O)NC3CCCC3)Cc3ccco3)cc12
    -1%	13%	-2%	23%	3	-14%	-3%	-17%	-4%
COc1cccc(/C=C/C(=O)NCc2cn3cc(Cl)ccc3n2)c1
    -3%	90%[activator]	-6%	-3%	11	8%	0%	-8%	-13%
CCN1C(=O)C(CC(=O)NC2CCCCC2)N(CC)C1=O (stereo not given)
    -5%	6%	-4%	-3%	19	13%	3%	-6%	8%
COc1cc(C(c2c(C)[nH][nH]c2=O)c2c(C)[nH][nH]c2=O)ccc1OC(C)C
    1%	-2%	-10%	6%	-29	-5%	-2%	-13%	2%
O=C(Cc1cccs1)N1CCN(c2cccc(Cl)c2)CC1
    -2%	?	i	2%	-1	?	5%	-11%	-6%
CC1CCN(C(=O)COC(=O)C2CCN(S(=O)(=O)c3ccc4c(c3)OCCO4)CC2)CC1
    .	20%	0%	.	-15	-13%	-5%	2%	.
O=C(O)CCC(=O)NNc1ncnc2ccccc12
    -15%	53%[activator]	-3%	1%	12	-12%	-1%	-4%	-7%
S=C(NCC1CCCO1)Nc1cccc(Cl)c1 (stereo not given)
    -4%	171%[activator]	-8%	8%	-18	-14%	13%	1%	-10%

Sequence of screens: BLM inh	Pol iota inh	PGK inhibitor	Pol beta inh	RXFP1 antag	POLH inh	APE1 inh	Pol kappa inh	Apoferritin bind
COc1ccc(NC(=O)C2c3cc(OC)c(OC)cc3C(=O)N(C)C2c2cccnc2)cc1OC (stereo not given)
    -3%	19%	0%	4%	-3	-9%	-5%	3%	-8%
COc1ccc(Nc2nc3c(S(=O)(=O)c4ccc(Br)cc4)nnn3c3ccsc23)c(OC)c1
    -10%	-2%	-7%	8%	11	11%	.	-4%	54%[activator]
C=CC[n+]1c(-c2ccc(OCC)cc2)csc1NNC(=O)Nc1ccccc1
    -11%	22%	.	18%	0	-12%	-1%	-10%	?
COc1ccc(OC)c(-c2nnc(SCC(=O)N3CCOCC3)o2)c1
    3%	25%	-4%	14%	-3	-12%	0%	1%	-8%

As entered above.
In APE1 inh, COc1ccc(OC)c(-c2nnc(SCC(=O)N3CCOCC3)o2)c1 reads 0%
In Pol kappa inh, COc1ccc(Nc2nc3c(S(=O)(=O)c4ccc(Br)cc4)nnn3c3ccsc23)c(OC)c1 reads -4%

From PubChem BioAssay

Only part of the results is shown. The share of hits here may be higher or lower than overall.
